# m5-HT2A agonist: mouse Htr2a agonists via beta-arrestin recruitment, primary screen, cell-based, luminescence; CHO-K1 mHTR2A beta-arrestin complementation; percent of 30 µM serotonin response; activation, % at 7.6 µM; 5-hydroxytryptamine receptor 2A (Mus musculus), P35363; 0.66% of 360,000 active;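 active = activation above a run cutoff, the mean activation of all tested compounds plus 3 SD, cut at about 14% in these data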;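 also: 0% = plate median of compound wells and 100% = 30 µM serotonin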
# Target sequence (P35363 whole entry, looked up): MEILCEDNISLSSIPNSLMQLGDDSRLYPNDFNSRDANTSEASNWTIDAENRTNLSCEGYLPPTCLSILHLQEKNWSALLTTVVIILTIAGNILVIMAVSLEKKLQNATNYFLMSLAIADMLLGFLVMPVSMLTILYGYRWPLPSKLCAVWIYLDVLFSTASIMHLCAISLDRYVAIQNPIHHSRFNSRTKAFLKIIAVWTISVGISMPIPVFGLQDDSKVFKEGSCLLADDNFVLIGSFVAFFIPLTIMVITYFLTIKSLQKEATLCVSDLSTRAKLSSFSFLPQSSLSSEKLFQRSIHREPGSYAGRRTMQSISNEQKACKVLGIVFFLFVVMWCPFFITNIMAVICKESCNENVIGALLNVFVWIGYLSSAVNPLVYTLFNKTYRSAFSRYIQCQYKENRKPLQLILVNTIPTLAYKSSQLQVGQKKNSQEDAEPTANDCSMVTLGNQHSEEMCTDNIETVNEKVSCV
# NR2E3 ag-1: NR2E3 agonists in two-hybrid cells, primary screen, cell-based, luminescence, CHO-S, Gal4-NCOR/VP16-NR2E3. luciferase. Photoreceptor-specific nuclear receptor (Homo sapiens), Q9Y5X4. 0.35% of 360,000 active. AID 602229, 2012. inhibition of corepressor binding, % at 3.98 µM;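 active = inhibition above the mean of all tested compounds plus 3 SD, cut at about 70% in these data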;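 also: 0% = DMSO with NR2E3 transfected cells and 100% = cells lacking NR2E3 construct; higher means lower luciferase signal from less NR2E3 corepressor binding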
# Target sequence (Q9Y5X4 whole entry, looked up, the tested form may be a part): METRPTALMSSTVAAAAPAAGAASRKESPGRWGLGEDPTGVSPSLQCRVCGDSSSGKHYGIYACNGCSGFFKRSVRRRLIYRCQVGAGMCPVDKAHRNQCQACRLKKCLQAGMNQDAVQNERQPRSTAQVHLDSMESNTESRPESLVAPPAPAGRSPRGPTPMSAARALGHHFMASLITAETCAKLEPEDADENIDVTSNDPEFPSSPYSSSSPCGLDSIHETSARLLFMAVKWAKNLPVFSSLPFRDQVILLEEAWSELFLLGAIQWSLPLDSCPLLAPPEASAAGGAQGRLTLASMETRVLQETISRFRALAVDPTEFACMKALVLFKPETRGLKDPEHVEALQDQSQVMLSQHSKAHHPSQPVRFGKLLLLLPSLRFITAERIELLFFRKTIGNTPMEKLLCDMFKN
# MITF TRPM1 inh: inhibitors of MITF-dependent TRPM1 promoter reporter, primary screen, cell-based, SK-MEL-5, single point, luciferase. SK-MEL-5 TRPM1 promoter luciferase, 24 h. inhibition, % at 12.5 µM. 0.83% of 330,000 active. AID 488899, 2010;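 active = mean inhibition across replicates of 60% or more, whatever share of single replicates reaches that level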; also: values of inactives mirror those of a sister screen read the other way
# Shn3 inh set2: reduction of Shn3 3'UTR firefly luciferase signal, primary screen, Schnurri-3 inhibitor project, cell-based, Clone20 osteoblasts, set 2; AID 588674, 2011; Clone20 osteoblast Shn3 3'UTR firefly luciferase, 24 h; 0.52% of 360,000 active; inhibition, % at 12.5 µM;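 active = mean inhibition of at least 75% with every replicate also reaching 75%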;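 also: 0% = median of neutral control wells and 100% = pilot-screen positive control compound; some compounds past the cut are filed as inactive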
# Cardio protect: cardioprotection against H2O2-induced cell death, primary screen, uHTS, H9c2 cells, ATPLite luminescence | H9c2 cardiomyocytes, H2O2 injury protection, 2 h | protection from H2O2 cell death, % at 20 µM | 0.63% of 360,000 active;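 active = compounds giving at least 50% protection of heart cells from peroxide-induced death in the single-dose screen, raw or plate-pattern-corrected value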;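 also: 0% = DMSO wells with peroxide and 100% = DMSO wells without peroxide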
# HIF-2a inh: HIF-2a reporter inhibitors, primary screen, luminescence, 786-0 RCC cells; inhibition, % at 18.8 µM; 0.72% of 360,000 active; 786-0 RCC cells HIF-2a reporter, luciferase luminescence, overnight;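 active = inhibition of the luminescence signal of 40% or more relative to plate controls, in a single-dose primary screen at 18.75 µM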
# Peg3 promoter: Peg3 promoter-driven luciferase inhibitors, primary screen, cell-based, HeLa, luciferase luminescence; inhibition, % at 20 µM; 1.7% of 360,000 active; HeLa PEG-Prom luciferase reporter, overnight;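 active = inhibition of at least 50% at 20 µM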
# CaV13 FRET inh: Primary screen for inhibitors of IQ motif and Ca2+-dependent inactivation inhibitor domain binding in CACNA1D, Förster resonance energy transfer in living cells, …; HEK cells, CFP/YFP FRET ICDI-IQ, plate reader, 10 min; percent FRET-ratio fall versus neutral wells; 0.098% of 340,000 active; AID 743397; inhibition, % at 12.3 µM;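 active = mean replicate inhibition of at least 30% and at least 1% of replicates passing that level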;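 also: 0% = median of the neutral control wells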
# NR2E3 ag-2: inhibitors of NR2E3-RetCOR corepressor binding, primary screen, NR2E3 agonist project, biochemical, TR-FRET, GST-NR2E3, biotin-RetCOR. Photoreceptor-specific nuclear receptor (Homo sapiens), Q9Y5X4. 1536-well. inhibition of corepressor binding, % at 4.78 µM. 0.12% of 320,000 active. AID 2300, 2010;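 active = percent inhibition above the cutoff of mean plus 3 SD of all tested compounds, set per screening campaign, cut at about 20% in these data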;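 also: 0% = DMSO wells and 100% = biotin wells as full block of FRET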
#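 Test system: GST-NR2E3 and biotin-RetCOR proteins | Quantity: 1.35 nM GST-tagged NR2E3 final | Medium: Tris pH 7.5 | Also added: 7 nM biotin-RetCOR | Dosing: Compound at 4.8 µM, single dose | Timing: 5 h at 4 °C | Detection: Time-resolved FRET | Read-out basis: Percent inhibition | Benchmarks: Biotin wells as high control, 0.6% DMSO wells as low control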
# hiPSC survival: enhancers of single-cell hiPSC survival, primary screen, ATPlite luminescence; AID 602274, 2012; 0.044% of 360,000 active; survival enhancement, % at 20 µM; 100% = ROCK inhibitor wells, 0% = DMSO; in the data active = survival enhancement above about 18%;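 also: cells exposed to compounds for 16 hours before the ATP read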
# PDI inh: inhibitors of human PDI, primary screen, biochemical, turbidity, single point, plate reader; Protein disulfide-isomerase (Homo sapiens), P07237; PDI insulin aggregation turbidity, A650, 90 min; inhibition, % at 10 µM; 0.052% of 350,000 active; AID 588391, 2011;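 active = mean inhibition across replicates of 30% or more, whatever share of single replicates reach that level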;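 also: absorbance from insulin aggregation driven by PDI reduction with DTT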
# An asterisk follows results filed as active; · = no result given.
# The opening seven entries as a preview:
SMILES,m5-HT2A agonist,NR2E3 ag-1,MITF TRPM1 inh,Shn3 inh set2,Cardio protect,HIF-2a inh,Peg3 promoter,CaV13 FRET inh,NR2E3 ag-2,hiPSC survival,PDI inh
COc1ccc(Cl)cc1NC(=S)N1CCN(c2ccccn2)CC1,1,-21,-3,-13,5,-9,-8,-6,-1,-0.8,-6
COc1ccc(NC(=O)C2Cc3c(-c4ccc(NC(C)=O)cc4)ccnc3O2)cc1OC (stereo not drawn),1,1,·,9,9,7,-8,-5,·,2.7,7
CC1(N2CCCCC2)C(=O)c2ccccc2C1=O,-3,6,7,-3,6,13,17,6,-1,0.2,3
O=C(N/N=C/c1cccc2nccnc12)c1ccncc1,-3,-17,·,-27,65*,29,2,-5,2,-0.3,-2
COc1ccc(NC(=O)NCCCN2CCC(Cc3ccccc3)CC2)cc1,-4,-20,-23,1,-10,-7,17,4,5,-0.5,11
CN1C(=O)/C(=C\c2ccco2)N=C1c1ccc(Cl)cc1Cl,-1,-8,-22,-4,2,-2,-14,-5,3,-0.2,-9
O=C(NCC1CCCO1)C1CC(c2ccc(Cl)c(Cl)c2)=NO1 (stereo not drawn),10,48,-2,-4,-20,-55,-21,-5,-1,-1.4,-5

# Results, from the start:
SMILES,m5-HT2A agonist,NR2E3 ag-1,MITF TRPM1 inh,Shn3 inh set2,Cardio protect,HIF-2a inh,Peg3 promoter,CaV13 FRET inh,NR2E3 ag-2,hiPSC survival,PDI inh
COc1ccc(Cl)cc1NC(=S)N1CCN(c2ccccn2)CC1,1,-21,-3,-13,5,-9,-8,-6,-1,-0.8,-6
COc1ccc(NC(=O)C2Cc3c(-c4ccc(NC(C)=O)cc4)ccnc3O2)cc1OC (stereo not drawn),1,1,·,9,9,7,-8,-5,·,2.7,7
CC1(N2CCCCC2)C(=O)c2ccccc2C1=O,-3,6,7,-3,6,13,17,6,-1,0.2,3
O=C(N/N=C/c1cccc2nccnc12)c1ccncc1,-3,-17,·,-27,65*,29,2,-5,2,-0.3,-2
COc1ccc(NC(=O)NCCCN2CCC(Cc3ccccc3)CC2)cc1,-4,-20,-23,1,-10,-7,17,4,5,-0.5,11
CN1C(=O)/C(=C\c2ccco2)N=C1c1ccc(Cl)cc1Cl,-1,-8,-22,-4,2,-2,-14,-5,3,-0.2,-9
O=C(NCC1CCCO1)C1CC(c2ccc(Cl)c(Cl)c2)=NO1 (stereo not drawn),10,48,-2,-4,-20,-55,-21,-5,-1,-1.4,-5
CS(=O)(=O)Nc1ccccc1C(=O)OCC(=O)N1CCC(c2ccccc2)=N1,-3,-2,4,4,-6,-1,-8,-5,0,-2.4,0
O=C(CSc1ccccc1)N1CCCC(N2CCN(c3ccc(F)cc3)CC2)C1 (stereo not drawn),-5,21,9,16,-2,0,13,-3,1,-0.2,-3
CC12CN3CC(C)(CN(C1)C3c1ccc(Br)cc1)C2=O (stereo not drawn),-1,-13,-9,-1,2,7,-5,·,2,-1.8,-9
Cc1ccc(C(=O)N(CCC2=CCCCC2)c2c(N)n(Cc3ccccc3)c(=O)[nH]c2=O)o1,0,-35,-1,9,0,13,15,-2,-1,1.0,-4
O=C(NCCc1ccc2c(c1)OCCO2)c1ccccn1,4,-130,-39,-30,-5,-132,-152,-4,2,-0.6,2
O=C(CCSc1ccc(Cl)cc1)NC12CC3CC(CC(C3)C1)C2,-1,-49,-50,-20,-14,-123,-137,-5,-1,0.1,-2
Nc1c(C(=O)Nc2cccc(C(=O)O)c2)sc2nc3c(cc12)CCCC3,10,-203,80*,32,-16,77*,69*,-5,3,-0.5,6
O=C(NC1CCCCC1)C1CCCN(S(=O)(=O)c2cnc[nH]2)C1 (stereo not drawn),-1,-26,10,-3,1,2,-5,-5,0,-1.5,-4
Cc1cccc(NC(=O)CN2C(=O)N/C(=C/c3cc(C)n(C(C)C)c3C)C2=O)c1,-3,2,7,11,4,-4,8,-9,-2,0.3,-4
CCN(CC)CCN(Cc1cc2cc3c(cc2[nH]c1=O)OCO3)C(=S)NCC(C)C,9,2,5,13,5,18,11,-20,1,-0.5,8
CCN1CCN(c2ccc(S(=O)(=O)N3CCOCC3)cc2NC(=O)/C=C/c2ccc(OC)cc2OC)CC1,-5,-11,-19,8,-6,1,-33,-2,0,-0.4,-7
CC(C)CCN1CC(C(=O)NCc2ccccc2)CC1=O (stereo not drawn),-1,-5,6,-4,5,19,-4,·,-3,-2.3,8
COc1ccc(OC(C)C(=O)NCCC2=CCCCC2)cc1 (stereo not drawn),-2,-14,6,-15,-3,-32,-5,-6,3,-1.8,-2
COC(=O)c1ccc2nc(-c3ccc(OC)c(OC)c3)c(Cc3ccccc3)n2c1,1,10,·,28,16,-11,-22,-3,·,1.6,·
CCCCn1c(N)c(N(Cc2ccccc2OC)C(=O)CSCC(=O)Nc2cccc(C)c2)c(=O)[nH]c1=O,4,-7,1,-8,11,17,16,-10,·,-0.4,-12
CC(C)n1c(CN2CCN(C(=O)c3ccco3)CC2)nc2c1c(=O)n(C)c(=O)n2C,-4,4,0,43,-4,19,8,-8,2,-0.4,12
COc1ccc(Oc2ccc(C(F)(F)F)cc2NC(=O)c2ccc(F)cc2)cc1,3,16,-5,-10,-8,10,13,-20,6,-0.1,17
Cc1cc(NC(=O)C(C)SCC(=O)NCc2ccc(F)cc2)no1 (stereo not drawn),5,-16,-3,0,0,-1,10,-6,2,-0.2,-4
O=S(=O)(NCCc1ccncc1)c1ccc(F)cc1,-2,3,12,-15,0,19,-5,-19,1,0.4,2
CC(C)CC(C(=O)O)N1C(=O)C2C3CC(C2C1=O)C1C(c2ccccc2)c2sc(=O)[nH]c2SC31 (stereo not drawn),8,7,3,-14,8,21,4,-6,0,3.9,-2
O=C(O)c1cc(-c2ccc(/C=N/N3C(=O)C4C5C=CC(CC5)C4C3=O)o2)ccc1Cl (stereo not drawn),7,-3,-10,-18,-1,-7,-4,-2,-1,1.1,7
CCOc1ccc(S(=O)(=O)NCCC(=O)NCC(c2ccc(OC)cc2)N2CCOCC2)cc1 (stereo not drawn),1,3,·,-3,5,6,3,-5,·,-1.0,-76
COc1ccccc1N1CCN(C(=O)c2coc(=O)c(Br)c2)CC1,2,-20,3,·,1,4,8,-4,-2,0.0,-4
COc1cc(/C=N/NC(=O)c2cccnc2)ccc1OS(=O)(=O)c1ccc(F)cc1,-4,-6,7,-66,85*,8,4,-2,-1,-0.9,-11
CC1CCN(Cc2ccc(NC(=O)C3CCN(c4nnc(-n5cccc5)s4)CC3)cc2)CC1,5,-6,12,13,-31,-23,5,-2,0,-0.7,·
COc1ccccc1-c1c(C)oc2c(CN3CCOCC3)c(O)ccc2c1=O,-3,10,0,-9,3,10,15,-3,-2,-0.5,7
COc1cc(/C=C/C(=O)O)cc(S(=O)(=O)NC2CC2)c1OC,1,6,9,12,8,2,5,-20,4,-5.2,-2
Nc1c(Cl)cc(C2=NCCn3nc4cc(C(F)(F)F)ccc4c32)cc1Cl,-1,8,14,7,-10,17,13,-10,5,-0.5,0
CCOC(=O)c1[nH]c2ccccc2c1NC(=O)NC1CCCCC1,-2,-1,15,9,5,16,14,-5,-1,0.0,7
CCN(CC)S(=O)(=O)c1cc(OCC(N)=O)c(C)cc1Cl,0,6,2,5,7,20,-18,-15,0,-3.4,1
CCCC(=O)Oc1ccc(N(C(=O)CCC)S(=O)(=O)c2cccs2)cc1,-1,-3,10,-4,7,10,10,9,-1,-1.9,8
Cn1c(/C(C#N)=C(\O)c2ccccc2Cl)nc2ccccc21,-5,-1,1,-25,16,-3,-5,-2,1,-0.5,-6
Cc1cccc(OCCCn2c(=O)sc3ccccc32)c1,-2,-74,-56,-53,-9,-223,-135,·,2,-1.0,-1

# In another format: results already given.
# Values run as follows: m5-HT2A agonist, NR2E3 ag-1, MITF TRPM1 inh, Shn3 inh set2, Cardio protect, HIF-2a inh, Peg3 promoter, CaV13 FRET inh, NR2E3 ag-2, hiPSC survival, PDI inh
O=C(NCCc1ccc2c(c1)OCCO2)c1ccccn1
 : 4, -130, -39, -30, -5, -132, -152, -4, 2, -0.6, 2
COc1ccc(Oc2ccc(C(F)(F)F)cc2NC(=O)c2ccc(F)cc2)cc1
 : 3, 16, -5, -10, -8, 10, 13, -20, 6, -0.1, 17
Cc1ccc(C(=O)N(CCC2=CCCCC2)c2c(N)n(Cc3ccccc3)c(=O)[nH]c2=O)o1
 : 0, -35, -1, 9, 0, 13, 15, -2, -1, 1.0, -4
Cc1cc(NC(=O)C(C)SCC(=O)NCc2ccc(F)cc2)no1 (stereo not drawn)
 : 5, -16, -3, 0, 0, -1, 10, -6, 2, -0.2, -4
